Source: PubChem
FBPA coupling cs – coupling enzyme interference in Giardia aldolase counter-screen | activity change, negative = inhibition, % at 58.2 µM, hits read low | 290,000 compounds, 0.67% hits | coupling enzyme system counterscreen, AmpLite Red fluorescence | AID 2472; in the data active = activity change below about -30%; note: % is set by controls: 0 for no effect and ±100 for the full control effect
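Compounds tested against the coupling enzymes alone at 57.5 uM final; readout was AmpLite Red fluorescence (525/598 nm) after 20 min at RT.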
USP2a block – USP2a (human) protease inhibition. USP2 core, Ub-CHOP2 coupled fluorogenic reporter, 485/531. Potency, µM (top dose mostly 38.3 µM), inactives show top-dose activity change, negative = inhibition, usual class: inhibitors. 330,000 compounds, 0.01% hits;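 note: potency is the fitted concentration of half-maximal effect; plate controls were DMSO wells for no effect and full inhibition by NEM control for full effect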
Target sequence (O75604 whole entry, looked up): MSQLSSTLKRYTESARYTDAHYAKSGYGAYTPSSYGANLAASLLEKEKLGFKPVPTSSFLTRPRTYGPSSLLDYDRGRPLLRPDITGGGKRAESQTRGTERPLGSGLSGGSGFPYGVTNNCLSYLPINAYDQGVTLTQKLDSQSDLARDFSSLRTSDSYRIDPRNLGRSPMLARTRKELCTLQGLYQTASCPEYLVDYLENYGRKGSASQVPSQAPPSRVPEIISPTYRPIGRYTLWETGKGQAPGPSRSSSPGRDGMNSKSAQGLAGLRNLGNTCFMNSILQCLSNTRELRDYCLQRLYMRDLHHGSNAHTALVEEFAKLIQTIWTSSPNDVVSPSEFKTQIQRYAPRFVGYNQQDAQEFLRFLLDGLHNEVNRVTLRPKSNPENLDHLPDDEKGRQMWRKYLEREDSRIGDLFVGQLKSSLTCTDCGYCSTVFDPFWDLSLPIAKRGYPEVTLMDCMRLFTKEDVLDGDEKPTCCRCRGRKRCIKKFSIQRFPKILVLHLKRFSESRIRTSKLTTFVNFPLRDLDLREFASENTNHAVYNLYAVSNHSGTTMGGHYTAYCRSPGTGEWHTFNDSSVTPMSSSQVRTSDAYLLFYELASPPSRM
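USP2 core (10nM final) preincubated 30min RT with compound in 20mM Tris-HCl pH 8.0, 2mM CaCl2, 2mM beta-mercaptoethanol, 0.05% CHAPS; 25nM Ub-CHOP2 plus 25nM reporter substrate added, fluorescence (Ex485/Em531) read after 60min.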
MLL CXXC-DNA inh – inhibitors of human MLL CXXC domain-DNA interaction; MLL-CXXC / FITC-HOXA9 DNA fluorescence polarization; 290,000 compounds, 0.037% hits; Potency, µM (highest dose often 115 µM), inactives show top-dose activity change, negative = inhibition, hits mostly inhibitors; active = well fitted inhibition curve with a large enough effect in the polarisation, with a control signal flat, not every such curve was filed as active; inconclusive = small, poorly fitted or top-dose-only effect, or effect the other way, or a change in a side signal; inactive = no such curve, though single readings can be large or run the other way; the % refers to the polarisation; note: potency is the fitted concentration of half-maximal effect
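Fluorescence polarization: 7 uM MLL-CXXC (stock) preincubated 5 min with compounds, then 50 nM fluorescein-HOX-A9 DNA (stock) added; 30 min ambient. Buffer 50 mM Tris-HCl pH 7.5, 50 mM NaCl, 1 mM DTT, 0.05% BSA.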
Giardia kill – Giardia lamblia killing | Giardia lamblia trophozoite viability | 340,000 compounds, 0.15% hits | activity change, % at 7.66 µM, hits read low; in the data active = activity change below about -80%; inconclusive = between about -30% and that limit;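 note: parasites exposed to compound for two days anaerobically before the ATP read; % is set by controls: 0 for no effect and ±100 for the full control effect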
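Viability, read as ATP luminescence: trophozoites at 100 cells/well, compound added, 48 hrs anaerobic at 37 deg C, then 15-30 min room-temperature development before reading.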
B2AR arrestin – beta2AR (human) beta-arrestin recruitment activity; P07550; beta-arrestin recruitment to beta2AR, cell-based reporter; Potency, µM (series often up to 46.1 µM), inactives show at the highest dose activation, most hits filed as activators; 330,000 compounds, 0.02% hits; AID 492947;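 note: potency is the fitted concentration of half-maximal effect; 0% = DMSO controls and full agonism = EC100 isoproterenol or metaproterenol; nearly all actives have a fitted effect of over 65% in size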
Target sequence (P07550 whole entry, looked up): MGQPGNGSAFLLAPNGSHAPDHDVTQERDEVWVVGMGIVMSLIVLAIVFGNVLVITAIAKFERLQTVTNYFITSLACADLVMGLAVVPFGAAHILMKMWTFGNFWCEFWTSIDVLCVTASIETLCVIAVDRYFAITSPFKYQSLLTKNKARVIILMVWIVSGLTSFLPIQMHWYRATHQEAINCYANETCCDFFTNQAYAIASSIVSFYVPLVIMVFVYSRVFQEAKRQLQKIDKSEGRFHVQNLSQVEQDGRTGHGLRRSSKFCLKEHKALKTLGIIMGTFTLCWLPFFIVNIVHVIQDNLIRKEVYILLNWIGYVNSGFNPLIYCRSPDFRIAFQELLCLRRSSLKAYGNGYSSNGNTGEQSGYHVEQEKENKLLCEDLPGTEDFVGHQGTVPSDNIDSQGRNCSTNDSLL
Menin MLL FP TR – displaces Texas Red mutant MLL peptide from human menin | AID 1768 | Menin + Texas Red MLL mutant peptide, fluorescence polarization | Potency, µM (titrated, usually from 61.6 µM), inactives show top-dose FP activity change, negative = inhibition, usual class: inhibitors | O00255 | 270,000 compounds, 0.23% hits; active = well fitted inhibition curve with a large enough effect in the polarisation, with a control signal flat, not every such curve was filed as active; inconclusive = small, poorly fitted or top-dose-only effect, or effect the other way, or a change in a side signal; inactive = no such curve, though single readings can be large or run the other way; the % refers to the polarisation; note: potency is the fitted concentration of half-maximal effect; % of control where 0% means no effect; many of its hits are not listed in these tables
TRPV1 ag – human TRPV1 agonism | TRPV1-expressing cells, Fluo-8 calcium influx, agonist mode | activation, % at 8.33 µM | 320,000 compounds, 0.19% hits; in the data active = activation above about 80%; inconclusive = between about 30% and that limit; note: 0% is about no effect
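Cells expressing TRPV1 were dye-loaded with Fluo-8 and read kinetically: 10 s baseline, 3 min after compound (agonist portion), then 2 min after EC20 capsaicin (allosteric enhancer portion). Calcium-bound dye fluorescence at 480/520 nm.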
PKM2 activator – activators of human pyruvate kinase M2; Potency, µM (highest dose often 57.5 µM), without a hit: at the highest dose activation, most hits filed as activators; purified PKM2, Kinase-Glo ATP luminescence, activation; response scale: 0% is enzyme alone, no compound; 260,000 compounds, 0.34% hits; P14618; AID 1631; note: potency is the fitted concentration of half-maximal effect; % is set by controls: 0 for no effect and ±100 for the full control effect; nearly all actives have a fitted effect of over 55% in size
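Kinase-Glo luminescence reports ATP generated from ADP (0.1 mM) and PEP (0.5 mM) by purified hPK-M2 after 1 h at room temperature, pH 7.2 imidazole buffer; intermediate enzyme activity allows detecting inhibitors and activators.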
KCNH2 3.1 block – KCNH2 3.1 (human) potassium channel inhibition | U2OS KCNH2 3.1, thallium flux FluxOr; active compounds read low | activity change, % (tested at about 1.8 µM) | 340,000 compounds, 0.95% hits;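 active = maximum activity change below -70%; inconclusive = maximum activity change from -70% to -50%; inactive = maximum activity change above -50%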;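 note: thallium influx rate constant from kinetic fluorescence after stimulation buffer; % is set by controls: 0 for no effect and ±100 for the full control effect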
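Virally transduced U2OS (3.1 isoform, 4 h infection in dark at RT) → overnight 37 C → FluxOr + Red40 in HBSS/HEPES, 45 min → stimulation buffer, 2 min kinetic read → rate constant vs DMSO controls.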
hERG WT inh – inhibitors of human wildtype KCNH2 potassium channel; 340,000 compounds, 0.37% hits; activity change, % at 1.84 µM; U2OS, BacMam KCNH2, thallium flux FluxOr; active compounds read low; Q12809;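 active = maximum activity change below -70%; inconclusive = maximum activity change between -70% and -50%; inactive = maximum activity change above -50%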; note: % is set by controls: 0 for no effect and ±100 for the full control effect
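U2OS cells were transduced with wild-type KCNH2 virus (2.03 x 10^8 / mL) for 4 h at room temperature, then cultured overnight at 37 C. Thallium flux was read with FluxOr dye. Rate constants were normalized to DMSO controls.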
GALK inh – inhibitors of human galactokinase; P51570; Purified GALK, Kinase-Glo residual ATP luminescence; Potency, µM (series often up to 57.5 µM), inactives show top-dose activity change, negative = inhibition, hits mostly inhibitors; 270,000 compounds, 0.007% hits; note: potency is the fitted concentration of half-maximal effect; % is set by controls: 0 for no effect and ±100 for the full control effect
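Human GALK (5 nM) with 35 uM ATP and 100 uM galactose in 20 mM HEPES pH 8.0, 5 mM MgCl2, 60 mM NaCl, 1 mM DTT, 0.01% BSA. After 1 h at room temperature, leftover ATP was read by Kinase-Glo Plus luminescence.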
* = called active by the depositor; ? = inconclusive; nt = no result given; [ ] = another dose, or the depositor's remark. Unless noted, calls come from the whole dose curve; as a rule, active = well fitted curve in the direction sought with a large enough effect; inconclusive = small, poorly fitted or top-dose-only effect, or another doubt; inactive = no such curve, though single readings can be large; an effect the other way counts as inactive or inconclusive.

SMILES | FBPA coupling cs | USP2a block | MLL CXXC-DNA inh | Giardia kill | B2AR arrestin | Menin MLL FP TR | TRPV1 ag | PKM2 activator | KCNH2 3.1 block | hERG WT inh | GALK inh
CC(C)C(C(=O)NCc1ccco1)N(CC1CCCO1)C(=O)CNS(=O)(=O)c1ccccc1 (stereo unspecified) | 3 | 0% | 0% | -4 | 0.0% | -8% | 0 | -4% | -6 | -21 | 6%
COC(=O)Cc1c(C)c2cc(Cl)c(OC(=O)c3ccco3)cc2oc1=O | 3 | 1% | 150%[activator] | 3 | 0.1% | 6% | 1 | 2% | 4 | 0 | 3%
Cc1cc(S(=O)(=O)Nc2ccc(C(=O)N3CC(C)OC(C)C3)cc2)ccc1F (stereo unspecified) | nt | 0% | nt | 9 | 0.1% | nt | 2 | nt | 2 | 3 | nt
CCCn1c(=N)c(S(=O)(=O)c2ccc(F)cc2)cc2c(=O)n3cccc(C)c3nc21 | nt | 0% | -15% | -2 | 0.2% | nt | 14 | nt | -7 | 4 | -5%
O=C(c1ccc(Cl)cc1)C1CCCN(Cc2cnn(-c3ccccc3)c2)C1 (stereo unspecified) | 0 | 1% | 8% | -11 | -0.6% | 0% | 12 | 0% | -88* | -78* | 1%
COc1ccc(-c2noc(CN(C(=O)c3cccs3)C(C)C)n2)cc1 | -1 | -1% | 3% | 11 | 0.2% | ? | -3 | 1% | 2 | 4 | -1%
O=c1cc(-c2ccc(F)cc2)[nH][nH]1 | -1 | 5% | -1% | 10 | -0.4% | -9% | -5 | -4% | 1 | 11 | nt
O=C(Nc1nc(-c2cccs2)cs1)c1ccco1 | -1 | 1% | 0% | -10 | -0.5% | ? | ? | 3% | -5 | nt | 16%
CCC(C(=O)OCC(=O)NC1CCS(=O)(=O)C1)c1ccccc1 (stereo unspecified) | nt | 1% | nt | -10 | -0.1% | nt | 2 | nt | 4 | 9 | nt
CC(O)c1nc2c(c(=O)n(C)c(=O)n2C)n1C (stereo unspecified) | -1 | -1% | 2% | -5 | 0.3% | nt | -2 | -7% | 4 | -3 | -2%
COc1ccc(C(=O)Nc2nc3ccccc3[nH]2)cc1 | -4 | 1% | 3% | ? | 0.3% | 35%[activator] | 15 | -31% | 11 | 9 | 5%
COc1ccc(CC(=O)Nc2nc(-c3ccc(OC)c(OC)c3)cs2)cc1OC | 0 | 2% | 8% | 17 | -0.1% | 49%[activator] | ? | 3% | 15 | 19 | 5%
Cc1cccc(-c2n[nH]c(=S)n2Cc2ccccc2)c1 | 5 | -1% | 16% | -21 | -0.2% | -19% | 1 | -36% | 0 | 2 | 0%
Cc1ccc2nc(-c3ccncc3)[nH]c2c1 | 0 | 4% | 0% | 9 | -0.4% | 13% | 3 | -3%[11.5 µM] | 2 | -10 | 7%
CC(=O)c1ccc(NC(=O)CCC(=O)OCC(F)(F)C(F)F)cc1 | 0 | 0% | -2% | 3 | 0.1% | -1% | -2 | 0% | -7 | 8 | 6%
Cc1sc2nc(CSC(C)C(=O)NC3(C#N)CCCCC3)[nH]c(=O)c2c1C (stereo unspecified) | nt | 2% | nt | 36[activator] | -1.1% | nt | 0 | nt | 10 | 1 | nt
CC(=O)N=c1c(C#N)cc2c(=O)n3ccccc3nc2n1CCCOC(C)C | -6 | 0% | 3% | 16 | 0.6% | nt | -6 | -5% | 8 | -3 | 2%
O=c1[nH]c(-c2cccnc2)nc2sc(-c3ccccc3)cc12 | 1 | 2% | -3% | -1 | 0.0% | 11% | 1 | -11% | 13 | nt | -4%
COc1ccc(CCNC(=O)CN(CCc2ccccc2)S(C)(=O)=O)cc1OC | 1 | -2% | 27% | -8 | 0.0% | -15% | -4 | 12% | -29 | -1 | 0%
COc1ccc(OC)c(CNC(=O)C2CCCN(S(=O)(=O)N3CCC(C)CC3)C2)c1 (stereo unspecified) | nt | -3% | -3% | -12 | -0.1% | nt | -2 | nt | -14 | 5 | 6%
Cc1cc(N2CCCC2=O)ccc1S(=O)(=O)NC1CCCCC1 | 3 | -1% | 0% | -9 | -0.5% | -18% | 0 | 9% | -3 | 2 | 12%
COc1ccc(C(=O)OCC(=O)NC(=O)NCc2ccccc2)cc1[N+](=O)[O-] | nt | 3% | nt | 1 | 0.5% | nt | -1 | nt | -9 | 8 | nt
C[C@@H]1O[C@@H](O[C@H]2[C@H](O)[C@@H](O)[C@H](Oc3c(-c4ccc(O)cc4)oc4cc(O)cc(O)c4c3=O)O[C@@H]2CO)[C@H](O)[C@H](O)[C@H]1O | nt | 4% | nt | 2 | 0.0% | nt | nt | nt | -4 | -3 | nt
CCCCCOc1ccc(C(=O)OC(C)C(=O)NCc2ccco2)cc1 (stereo unspecified) | 1 | -1% | 0% | -8 | -0.6% | -2% | 14 | 5% | -13 | -9 | 0%
Cc1cc(CCC(=O)O)c(C)cc1CCC(=O)O | 2 | 1% | -3% | 1 | 0.1% | 9% | 0 | 9% | 4 | -4 | 11%
CCN(CC)c1ccc(Nc2nc(-c3cccnc3)cs2)cc1 | -1 | -3% | 64%[activator] | -14 | 0.4% | ? | -7 | nt | -1 | -3 | nt
Cc1ccnc(NS(=O)(=O)c2ccc(NS(=O)(=O)c3cccs3)cc2)n1 | 6 | 2% | -2% | 4 | -1.0% | -8% | -1 | 8% | -3 | -4 | -3%
CCSC(=O)CCCCCCCCCCCO | 5 | -10% | 0% | 19 | -1.0% | -10% | 23 | 13% | -13 | 5 | 0%
CC(C)(C)NC(=O)c1ccc2c(c1)N(CC(=O)N1CCN(c3ccccc3F)CC1)C(=O)C(C)(C)O2 | 1 | -2% | -3% | 5 | -0.4% | -9% | -1 | 6% | -20 | -7 | 1%
CCc1ccccc1N(CC(=O)NC1CCCCC1)C(=O)CNC(=O)c1ccco1 | 2 | 1% | 0% | -19 | 0.3% | 0% | 1 | 0% | -4 | 5 | 3%
O=C(O)c1ccc(Cl)c(S(=O)(=O)Nc2ccc(S(=O)(=O)N3CCCC3)cc2)c1 | nt | 6% | nt | -23 | 0.0% | nt | nt | nt | 5 | 9 | nt
COc1ccc(/C=C\C(=O)c2c(O)ccc3c(C)cc(=O)oc23)cc1 | 2 | 0% | 5% | 1 | -0.1% | -1% | 8 | -3% | 1 | -8 | -1%
Cc1ccccc1Cn1nc(C)c(NC(=O)C2c3ccccc3Oc3ccccc32)c1C | -1 | 2% | 4% | 4 | 0.4% | -2% | -1 | 3% | -10 | -6 | 1%
COC(=O)c1[nH]c2cccc(OC)c2c1NC(=O)CN1CC2(C)CC1CC(C)(C)C2 (stereo unspecified) | -3 | 0% | -3% | -5 | 0.0% | -8% | 6 | -2% | -12 | -17 | 0%
CCOc1cc(S(=O)(=O)n2nc(C)cc2C)ccc1Br | 5 | -5% | -4% | -8 | -0.8% | ? | 8 | ? | -11 | 1 | 2%
O=C(CSc1nc2ccccc2[nH]1)c1ccco1 | -9 | -1% | 0% | 20 | 0.0% | 2% | -3 | -3% | 4 | 0 | 7%
CCc1cc(-c2n[nH]c(=S)n2Cc2ccccc2)cs1 | 2 | 0% | -13% | 3 | 0.1% | nt | 3 | 3% | -4 | -4 | -1%
N/C(=N\c1nc2ccccc2o1)NC(=O)c1ccc(Cl)cc1 | 0 | 0% | 3% | 2 | -0.6% | 9% | -2 | -1% | -11 | -1 | 0%
COCCC1CCCCN1C(=O)c1cccc(OC2CCN(C3CCCC3)CC2)c1 (stereo unspecified) | -1 | -2% | -7% | -4 | -0.3% | -10% | 3 | 0% | 4 | -2 | 0%
Cc1ccc(N/C(N)=N/c2nc(C(F)(F)F)cc(C(F)(F)F)n2)cc1 | -10 | 0% | -18% | -12 | -0.7% | -17% | 6 | 0% | 5 | 4 | 5%
CCN(CC)CCNC(=O)c1cc2cc3ccc(OC)cc3nc2o1 | 0 | 3% | 12% | 12 | 0.3% | ? | 2 | nt | -13 | 5 | 2%
CC(=O)Nc1ccc(C(=O)CSc2nnc(Cc3ccccc3)o2)cc1 | 1 | 1% | 5% | -2 | 3.3% | ? | 0 | -11% | -2 | -13 | -2%
O=C(CN1CCCCC1)NC(=O)NC1CCCC1 | 0 | -1% | 10% | -21 | 0.2% | -16% | 1 | -2% | -14 | -5 | 0%
Cc1ccc(SCCC(=O)N/N=C/c2cccnc2)cc1 | -32* | 0% | 1% | 0 | 0.1% | -14% | 22 | -5% | 15 | -18 | 11%
COc1ccc(Cl)cc1S(=O)(=O)N1CCC(C(=O)N2CCOCC2)CC1 | nt | -1% | 7% | -14 | 0.2% | nt | 26 | -3% | nt | 24 | -3%

An excerpt; rates above refer to the full screens.
